Screening data as filed in PubChem.
Tb PFK inh – blocks T. brucei phosphofructokinase; O15648; T. brucei PFK, ADP-Glo luminescence; Potency, µM (doses to about 57.5 µM), for the others: at the highest dose activity, negative = inhibition, usual class: inhibitors; hit rate 0.17% among 330,000; AID 485367;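 also: potency is read from the fitted curve at half-maximal effect; 0% = uninhibited 1x PFK enzyme wells and -100% = no-enzyme wells; nearly all actives have a fitted effect of over 60% in size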
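ADP-Glo luminescence quantified ADP after 45 min at room temperature, with 1.25 nM T. brucei PFK, 0.1 mM ATP and 0.5 mM fructose-6-phosphate in pH 8.0 TEA buffer. qHTS titrations up to 57 µM; curves classified by quality.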
TSG101-PTAP inh – blocks PTAP/TSG101 interaction to inhibit HIV-1 budding | Potency, µM (doses to about 115 µM), for the others: top-dose activity change, negative = inhibition, most hits filed as inhibitors | Fluorescence polarization, FITC-PTAP peptide / Tsg101 binding | 340,000 tested, under 10 active; active = well fitted inhibition curve with a large enough effect in the main read-out, with a control signal flat, not every such curve was filed as active; inconclusive = small, poorly fitted or top-dose-only effect, or effect the other way, or a change in a side signal; inactive = no such curve, though single readings can be large or run the other way; also: potency is read from the fitted curve at half-maximal effect; % of control where 0% means no effect
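Tsg101 binding domain (10 uM final) was mixed with compound and a FITC-labeled PTAP peptide (50 nM final) in HEPES pH 7.5 buffer with NaCl, Tween 20, EDTA and TCEP; fluorescence polarization was read after 20 min at r.t.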
TCR activator – activates T cell receptor signaling; primary human leukocytes, anti-CD3, IL-2 HTRF, 48 h; Potency, µM (highest dose often 9.22 µM), without a hit: at the top dose activation of IL-2 secretion, usual class: activators; 330,000 tested, under 10 active; AID 504894; also: % of control where 0% means no effect
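1) Mix primary human leukocytes, a-CD3 beads and compound. 2) Incubate 48 hr. 3) Add HTRF IL-2 reagents (a-IL-2-K, a-IL-2-d2).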
B2AR arrestin – recruits beta-arrestin to the human beta2-adrenergic receptor; beta-arrestin recruitment to beta2AR, cell-based reporter; Potency, µM (doses to about 46.1 µM), without a hit: top-dose activation, most hits filed as activators; hit rate 0.02% among 330,000; AID 492947;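 also: potency is read from the fitted curve at half-maximal effect; 0% = DMSO controls and full agonism = EC100 isoproterenol or metaproterenol; nearly all actives have a fitted effect of over 65% in size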
Target sequence (P07550 whole entry, looked up): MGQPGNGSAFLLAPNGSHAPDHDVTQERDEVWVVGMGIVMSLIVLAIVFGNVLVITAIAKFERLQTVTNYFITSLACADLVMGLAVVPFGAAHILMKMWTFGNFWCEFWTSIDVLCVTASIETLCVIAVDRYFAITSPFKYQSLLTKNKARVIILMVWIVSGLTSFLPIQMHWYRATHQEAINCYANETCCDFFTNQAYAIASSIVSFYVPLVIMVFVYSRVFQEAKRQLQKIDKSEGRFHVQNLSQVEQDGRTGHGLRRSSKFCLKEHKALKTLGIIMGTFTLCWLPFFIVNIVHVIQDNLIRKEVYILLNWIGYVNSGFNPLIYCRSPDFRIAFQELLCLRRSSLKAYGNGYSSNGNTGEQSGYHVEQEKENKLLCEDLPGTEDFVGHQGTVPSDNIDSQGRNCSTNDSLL
Eya2 inh – blocks the phosphatase activity of human Eya2; O00167; recombinant Eya2, OMFP fluorescence dephosphorylation (OMFP is methylfluorescein phosphate); Potency, µM (doses to about 76.9 µM), without a hit: at the top dose activity, negative = inhibition, most hits filed as inhibitors; hit rate 0.006% among 330,000; AID 488837; also: potency is read from the fitted curve at half-maximal effect; % is scaled to controls: 0 for no effect and ±100 for the full control effect
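Eya2 protein (added as 0.2 uM solution) was preincubated with compound for 10 min at ambient temperature in 50 mM HEPES pH 7.5, 50 mM NaCl, 5 uM MgCl2, 0.05% BSA, 1 mM DTT. OMFP (added at 50 uM) then reacted 10 min; fluorescence read at 485/525 nm.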
TSHR antag – human thyrotropin receptor antagonism | P16473 | TSHR-expressing cells, TSH-stimulated cAMP HTRF, 2 h; hits give low values | activity change, negative = inhibition, % at 11.5 µM | hit rate 0.2% among 330,000;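 active = activity change below a set negative limit, meaning inhibition stronger than a set level, cut at about -70% in these data; inconclusive = activity change between two set negative limits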; also: % is scaled to controls: 0 for no effect and ±100 for the full control effect
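Read-out is FRET at 665 nm (cryptate excitation 337 nm) from a cryptate-tagged anti-cAMP antibody, competed by cell cAMP against cAMP-d2. Compounds are tested on freshly harvested TSHR cells challenged with 4nM TSH (EC80) for 2 hours at 37 deg C.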
BCR signal inh – blocks chronic active B-cell receptor signaling. hit rate 0.05% among 340,000. ABC-DLBCL IkBa-CBG/CBR reporter, luminescence ratio, 4 h. Potency, µM (series often up to 46.1 µM), inactives show top-dose ratio change, negative = lower green/red ratio, usual class: inhibitors; active = well fitted inhibition curve with a large enough effect in the signal ratio, with a control signal flat, not every such curve was filed as active; inconclusive = small, poorly fitted or top-dose-only effect, or effect the other way, or a change in a side signal; the % refers to the signal ratio;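 also: potency is read from the fitted curve at half-maximal effect; plate controls were basal doxycycline-induced cells for no effect and cells given 10 µM MG132 for full effect; MG132 reads +100%, hits lower the ratio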
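Cell line TMD8 (human ABC DLBCL), stably expressing tet-inducible CBG68-IkBa fusion and CBR; IMDM/0.5% FBS; cpd up to 46 uM; dox induction, 4 h, 37C/5% CO2; dual luminescence; green/red ratio; MG132 control.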
uPA surface inh – inhibitors of cell surface uPA generation | Potency, µM (titrated, usually from 38.3 µM), for the others: top-dose activity change, negative = inhibition, most hits filed as inhibitors | cell surface uPA generation assay, qHTS | hit rate 0.31% among 330,000; active = well fitted inhibition curve with a large enough effect; inconclusive = small, poorly fitted or top-dose-only effect; inactive = no such curve, though single readings can be large or run the other way; tested in mouse RAW 264.7 cells; also: potency is read from the fitted curve at half-maximal effect; % is scaled to controls: 0 for no effect and ±100 for the full control effect; nearly all actives have a fitted effect of over 55% in size
ELG1 DNA repair – blocks ELG1-dependent DNA repair in HEK293T cells | Potency, µM (top dose mostly 46.1 µM), for inactives: at the top dose activity change, negative = inhibition, hits mostly inhibitors | HEK293T ELG1-luciferase reporter, luminescence, 16 h; DNA damage induced by 5-fluorouridine | hit rate 2.3% among 330,000 | AID 504467; also: potency is read from the fitted curve at half-maximal effect; % is scaled to controls: 0 for no effect and ±100 for the full control effect; nearly all actives have a fitted effect of over 55% in size
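In this reporter screen, reduction of luminescence relative to DMSO vehicle indicated activity. Compounds and 5-fluorouridine were added together to 2,000 cells per well, incubated for 16 hr at 37 °C, then developed with ONE-Glo.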
USP2a inh – inhibitors of human ubiquitin-specific protease USP2a | USP2 core, Ub-CHOP2 coupled fluorogenic reporter, 485/531 | AID 463254 | O75604 | Potency, µM (top dose mostly 38.3 µM), inactives show top-dose activity change, negative = inhibition, actives largely listed as inhibitors | hit rate 0.01% among 330,000;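 also: potency is read from the fitted curve at half-maximal effect; plate controls were DMSO wells for no effect and full inhibition by NEM control for full effect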
Target sequence (O75604 whole entry, looked up): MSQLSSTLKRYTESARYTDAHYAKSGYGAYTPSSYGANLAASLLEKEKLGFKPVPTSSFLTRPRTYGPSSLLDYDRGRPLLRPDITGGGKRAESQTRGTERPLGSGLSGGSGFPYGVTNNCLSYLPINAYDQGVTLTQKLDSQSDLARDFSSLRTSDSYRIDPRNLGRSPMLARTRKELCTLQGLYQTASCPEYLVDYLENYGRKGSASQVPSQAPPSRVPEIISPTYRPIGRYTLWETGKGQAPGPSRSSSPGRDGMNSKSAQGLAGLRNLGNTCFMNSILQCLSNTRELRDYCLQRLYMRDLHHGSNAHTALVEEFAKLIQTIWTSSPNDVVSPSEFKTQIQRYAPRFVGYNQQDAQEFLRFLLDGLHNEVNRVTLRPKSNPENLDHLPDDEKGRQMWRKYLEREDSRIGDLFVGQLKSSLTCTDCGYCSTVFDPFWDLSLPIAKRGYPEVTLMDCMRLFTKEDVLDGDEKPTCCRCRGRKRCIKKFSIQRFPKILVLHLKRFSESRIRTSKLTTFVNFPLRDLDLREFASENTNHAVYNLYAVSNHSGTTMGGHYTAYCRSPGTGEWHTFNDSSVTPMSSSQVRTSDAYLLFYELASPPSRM
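Cell-free coupled assay: 10nM USP2 core preincubated 30min RT with compound in Tris-HCl pH 8.0/CaCl2/CHAPS buffer, then 25nM Ub-CHOP2 and 25nM reporter substrate; fluorescence (Ex 485/Em 531) read after 60min RT, normalized to NEM inhibition, concentration-response curves fitted.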
Mito fusion act – mitochondrial division inhibition or fusion activation; AID 485298; S. cerevisiae fusion-defective mutant growth rescue, CellTiterGlo 48 h; hit rate 0.23% among 320,000; Potency, µM (titrated, usually from 46.1 µM), for the others: at the highest dose growth rescue (activation), most hits filed as activators;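 also: potency is read from the fitted curve at half-maximal effect; % of control where 0% means no effect; nearly all actives have a fitted effect of over 45% in size; temperature-sensitive fusion mutants such as fzo1-1 at 37 °C on non-fermentable ethanol glycerol medium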
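Temperature-sensitive fusion-defective S. cerevisiae (e.g. fzo1-1, mgm1-5) were grown with compound in YPEG medium (3% ethanol, 3% glycerol) for 48 hours at 37C. Growth rescue was measured as viability by CellTiterGlo luminescence after 10 minutes at ambient.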
Starred values were filed as active, the others as inactive; ? = inconclusive; . = not tested or not shown; [ ] = remark or other dose. Unless noted, calls follow the shape of the dose curve; as a rule, active = well fitted curve in the direction sought with a large enough effect; inconclusive = small, poorly fitted or top-dose-only effect, or another doubt; inactive = no such curve, though single readings can be large; an effect the other way counts as inactive or inconclusive.

SMILES | Tb PFK inh | TSG101-PTAP inh | TCR activator | B2AR arrestin | Eya2 inh | TSHR antag | BCR signal inh | uPA surface inh | ELG1 DNA repair | USP2a inh | Mito fusion act
O=C(c1ccc(F)cc1)C1CCN(C(=S)Nc2ccccc2Cl)CC1 | 0% | -11% | -3% | 0.0% | -1% | 5 | -7% | ? | ? | 1% | -4%
Cc1cc2cc(CNC(=O)c3cccc([N+](=O)[O-])c3)ccc2[nH]1 | -8% | -7% | -3% | -0.7% | -1% | -6 | -2% | 17% | ? | 2% | 0%
CN(CC(=O)Nc1cccc(F)c1)C(=O)c1ccc(OCc2ccccc2)cc1 | -3% | 1% | -18% | 0.0% | 7% | -12 | 4% | -3% | 1% | 0% | 2%
COc1ccc(C[C@H]2CN3C(=NC[C@@H]3Cc3ccccc3)N2C[C@H](C)NC(=O)CCC2CCCCC2)cc1 | 0% | . | . | -0.7% | -11% | -3 | -1% | . | -18% | 0% | 1%
COc1ccccc1C1NC(=O)NC(C)=C1C(=O)Nc1cccc(C)c1C (configuration not stated) | -5% | -5% | 6% | -1.2% | 11% | -5 | -1% | 21% | 6% | 3% | -1%
Cc1ccc(NC(=S)NC(NC(=O)c2ccco2)C(Cl)(Cl)Cl)cc1 (configuration not stated) | 14% | -1% | 0% | ? | 8% | 13 | ? | -4% | ? | -2% | -2%
CCc1nn(CC(=O)NC(C)CCc2ccccc2)c(=O)c2cc3cc(F)ccc3n12 (configuration not stated) | 2% | 1% | -6% | 5.0% | 9% | -8 | 10% | 1% | 3% | 0% | 4%
C/C(=C\c1ccc2c(c1)OCO2)C1Nc2cccc3cccc(c23)N1 | -8% | -1% | 2% | 0.5% | -25% | -12 | -1% | -13% | 14% | 0% | 0%
COC(=O)C1CCN(C(=O)COC(=O)[C@@H]2CC(O)CN2S(=O)(=O)c2ccc3c(c2)OCCO3)CC1 (some centres not stated) | 1% | -1% | 0%[46.1 µM] | 0.1% | 12% | 6 | -2% | -2% | -24% | 0% | 0%
COc1ccc(O)c(CN2CCCC(C(=O)Nc3cccc(-n4cccn4)c3)C2)c1 (configuration not stated) | 2% | -6% | 1% | 0.0% | -6% | -9 | ? | 3% | -17% | 0% | -1%
CC(Oc1ccccc1F)C(=O)NNC(=O)CCS(=O)(=O)c1ccccc1Cl (configuration not stated) | 0% | -2% | -4% | -0.1% | 17% | 9 | 0% | 0% | ? | 4% | -3%
N#Cc1c(/N=C/c2cccs2)sc2c1CCC2 | 2% | -6% | 1% | -0.2% | 1% | -4 | -6% | -7% | ? | 0% | 0%

Overlap with the part before: 2 compounds, then new ones.
SMILES | Tb PFK inh | TSG101-PTAP inh | TCR activator | B2AR arrestin | Eya2 inh | TSHR antag | BCR signal inh | uPA surface inh | ELG1 DNA repair | USP2a inh | Mito fusion act
CC(Oc1ccccc1F)C(=O)NNC(=O)CCS(=O)(=O)c1ccccc1Cl (configuration not stated) | 0% | -2% | -4% | -0.1% | 17% | 9 | 0% | 0% | ? | 4% | -3%
N#Cc1c(/N=C/c2cccs2)sc2c1CCC2 | 2% | -6% | 1% | -0.2% | 1% | -4 | -6% | -7% | ? | 0% | 0%
CC(C)(C)OC(=O)N1CCC(C(=O)N[C@H](Cc2ccccc2)C(=O)O)CC1 | 0% | -4% | -2% | -0.3% | 16% | 6 | 3% | 4% | -2% | 0% | -1%
Cc1nn(-c2ccccc2)c(C)c1/C=N/NC(=O)c1cc(-c2ccccc2)n[nH]1 | -3% | -7% | -5% | 0.3% | -11% | 15 | ? | -10% | ? | -13% | 0%
COc1cc2c(=O)n(Cc3ccccc3)c(=O)n(CC(=O)NCC3CCCO3)c2cc1OC (configuration not stated) | -13% | 0% | -1% | -0.1% | -27% | 4 | ? | 0% | -1% | 0% | -4%
CCCCc1cc2c(c(NC(=O)CC)n1)c(=O)oc1ccccc12 | -7% | 1% | 10% | -0.4% | 24% | 13 | 13% | -6% | 4% | -1% | 10%
Cc1snnc1C(=O)NC(=S)Nc1ccccc1 | 7% | -7% | 0% | 0.0% | 12% | -6 | -17% | 3% | 0% | 0% | 0%
O=C(CC1CCCC1)N1CCN(S(=O)(=O)c2ccccc2)CC1 | 0% | 2% | -1% | -0.2% | 13% | 4 | 4% | 8% | 4% | 0% | 6%
O=C1C=C(Nc2ccc(Cl)cc2Cl)CC(c2ccco2)C1 (configuration not stated) | -1% | 0% | 7% | -1.5% | -13% | 10 | 13µM* | -9% | ? | 1% | 8%
O=C1CCC(C(=O)N2CCCCCC2)CN1Cc1cccc(C(F)(F)F)c1 (configuration not stated) | -4% | -3% | -1% | -0.9% | -6% | 4 | 0% | -7% | -4% | -1% | -2%
COc1cc(NC(=O)c2ccccc2-c2ccccc2)cc(OC)c1OC | 1% | . | . | -0.3% | ? | 0 | -13% | . | ? | 1% | 6%
COc1ccc(OCC(=O)NCCC2=CCCCC2)c([N+](=O)[O-])c1 | -4% | -4% | -5% | -0.5% | -7% | -3 | -6% | 7% | 2% | 0% | ?
O=C(NCC(c1ccco1)N1CCCCC1)c1ccc(NS(=O)(=O)c2ccc(F)cc2)cc1 (configuration not stated) | 1% | -1% | -4% | 0.1% | -1% | -4 | -3% | 6% | -3% | 0% | 2%
Cn1nc(N)c2c(-c3ccccc3)c(C#N)c(N)nc21 | -5% | -6% | -5%[46.1 µM] | -0.4% | 0% | 5 | -9% | -2% | 12% | 1% | -5%
CCN(CC)CCN(C(=O)c1ccc(CN2CCCCC2)o1)C(C(=O)NC1CCCCC1)c1ccc(F)cc1 (configuration not stated) | -5% | -2% | -3% | 0.2% | 13% | 28 | 0% | 0% | 206% | 0% | 17%
Cc1ccc(C)c(Nc2c(F)c(F)c(F)c(F)c2C(=O)O)c1 | 6% | -9% | -1% | 0.1% | -4% | -7 | 16% | -1% | -10% | 0% | 21%
CCCN(CCC)CC(O)CN(c1cc([N+](=O)[O-])ccc1OC)S(=O)(=O)c1ccccc1 (configuration not stated) | 0% | 0% | -1% | 0.1% | -15% | -6 | 0% | -8% | 15% | 1% | 3%
O=S(=O)(c1cccc(-c2nnc3n2CCCCC3)c1)N1CCOCC1 | 4% | -1% | -2% | 0.4% | 1% | -3 | 3% | 3% | 11% | 1% | -4%
CCn1c(=O)cc(N2CCOCC2)[nH]c1=O | -1% | -2% | -1% | -0.2% | -22% | -2 | -18% | 2% | -11% | 9% | -2%
Cc1nc2nc(C)c(CCC(=O)N3CCc4ccccc43)c(C)n2n1 | -2% | -5% | 4% | -0.2% | 10% | -4 | -5% | . | -1% | 1% | -1%
Cc1cc(=O)[nH]c(N/N=C/c2sccc2C)n1 | 1% | -2% | -9% | -0.5% | 0% | 61 | ? | 3% | ? | 6% | -15%
O=C(O)c1ccccc1S(=O)(=O)CC(=O)N1CCCCC1 | 0% | 2% | -8% | -0.6% | 14% | -9 | ? | 5% | 0% | 0% | -4%
Cc1ccc(Nc2ccc(C(=O)NCCc3ccccc3)cn2)cc1 | 0% | 0% | -11% | -0.6% | -1% | -7 | 1% | 0% | ? | 4% | -2%
O=C(N/N=C/c1ccc(N2CCOCC2)s1)c1ccccc1Cl | 5% | -3% | 1% | 0.1% | -6% | -12 | ? | -12% | -4% | 1% | 7%
Cc1ccc(/C=C/C(=O)Nc2ccc(S(=O)(=O)Nc3ncccn3)cc2)cc1 | 0% | -5% | -5% | 0.0% | 5% | 47 | 9% | -19% | 0% | 4% | 6%
Cc1cccc(-c2nn(-c3ccccc3)cc2C(=O)Nc2cccc(S(=O)(=O)NC3=NCCC3)c2)c1 | -2% | -5% | 4% | 0.4% | -24% | 0 | 16% | -8% | ? | 0% | -1%
C=CCO/N=C(\C)c1c(O)c(C)c(-c2ccccc2)n(-c2ccccc2)c1=O | -4% | -6% | -3%[46.1 µM] | 0.1% | -11% | 23 | 21% | -3% | ? | -4% | ?
